KLF5 inhibitor = inhibitors of KLF5 expression. DLD-1 KLF5 promoter-luciferase reporter, luminescence. inhibition, % at 5 µM. 290,000 compounds, 0.23% hits;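 active means inhibition above a per-plate limit of that plate's mean compound inhibition plus 3 SD, cut at about 60% in these data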;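 further: 0% = DMSO wells and 100% = LY294002 at 200 µM; higher means less KLF5 promoter-driven luciferase light; inactives centre near -14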
TRPC4 agonist = TRPC4 (mouse) channel activation | Q9QUQ5 | HEK293 TRPC4beta/mu-opioid, Fluo4 calcium fluorescence; hits give high values | B-score at 10 µM | 310,000 compounds, 0.49% hits;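 active means B-score above 5 SD of library B-scores, and initial fluorescence ratio not above library mean plus 5 SD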;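 further: positive B-score marks a calcium rise read as TRPC4 activation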
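Technique: kinetic Fluo4 calcium fluorescence; Test system: TRPC4beta and mu-opioid receptor HEK293 stable cells; Measure: B-scored integrated calcium fluorescence ratio; Benchmarks: low control buffer alone, high control maximal DAMGO; Schedule: 45 min room-temperature Fluo4 loading, 110 s read.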
HIF act = HIF pathway transcriptional activation; U2OS HRE-luciferase reporter, luminescence; normalized: DMSO 0%, desferrioxamine 100%; activation, % at 7.5 µM (by protocol); 300,000 compounds, 0.32% hits; AID 1910;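 active means mean activation of at least 10% of the iron chelator positive control signal, with at least half of replicates also reaching 10%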
TRPC6 inhibitor = inhibitors of mouse TRPC6 channel. Q61143. HEK293-TRPC6, membrane potential dye, ACh-evoked depolarization; hits give low values. B-score at 10 µM. 310,000 compounds, 1.1% hits. AID 2553;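 active means B-score under library mean minus 3 SD, initial fluorescence not abnormally high, positive integrated signal ratio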;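 further: B-score derived from integrated fluorescence ratio over the kinetic read; more negative B-score means stronger inhibition of depolarization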
IEC-6 tox = IEC-6 cytotoxicity, counter-screen for KLF5 inhibitors; AID 1825; luminescence viability; inhibition, % at 5 µM; 290,000 compounds, 0.78% hits; in the data active means inhibition above about 22%;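 further: 0% = plate median of test compound wells and 100% = cytotoxic reference compound wells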
SKKanGAS inh = blocks kanamycin growth of S. pyogenes SKKanGAS strain. AID 1662. 300,000 compounds, 1.3% hits. BacTiter-Glo, 6 h. inhibition, % at 7.5 µM;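 active means mean replicate score, as percent of positive control median, at least 50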;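 further: strain carries kanamycin resistance gene driven by streptokinase promoter and grows in 40 µg/ml kanamycin; loss of luminescence reflects streptokinase promoter inhibition or plain growth inhibition; 0% = median of DMSO wells and 100% = positive control at its reference dose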
TRPC6 activator = activates the mouse TRPC6 cation channel; 310,000 compounds, 0.13% hits; B-score at 10 µM; HEK293-TRPC6 membrane potential dye fluorescence; hits give high values; Q61143; AID 2550;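 active means B-score of the integrated fluorescence ratio above library mean plus 3 SD, and starting fluorescence ratio within library mean plus 5 SD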;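 further: higher score means more depolarization so channel activation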
TRPC4 block = blocks the mouse TRPC4 cation channel; Q9QUQ5; HEK293 TRPC4beta/mu-opioid, DAMGO-evoked Fluo4 calcium flux; hits give low values; B-score at 10 µM; 300,000 compounds, 0.39% hits; AID 2247;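 active means B-score over 3 SD under the library average, no early fluorescence shift, positive overall ratio signal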
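Material: HEK293 cells with stable TRPC4beta plus mu-opioid receptor expression; probe or stimulus: DAMGO in two steps, submaximal then maximal; technique: Fluo4 calcium fluorescence by kinetic imaging, 5 s 1 Hz baseline; measure: integrated fluorescence ratio relative to baseline, converted to per-well B score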
MrgX1 antag = antagonists of human MrgX1 receptor. Q96LB2. MRGX1-HEK293 calcium flux, Fluo-4, BAM8-22 antagonism; hits give low values. B-score at 10 µM. 310,000 compounds, 1.3% hits. AID 588676;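 active means calcium-response B-score plate-corrected more than 3 library SD below zero, starting fluorescence within 5 deviations, no agonist response on first addition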;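 further: peak minus trough fluorescence over baseline after final BAM8-22 challenge near maximal dose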
Target sequence (Q96LB2 whole entry, looked up): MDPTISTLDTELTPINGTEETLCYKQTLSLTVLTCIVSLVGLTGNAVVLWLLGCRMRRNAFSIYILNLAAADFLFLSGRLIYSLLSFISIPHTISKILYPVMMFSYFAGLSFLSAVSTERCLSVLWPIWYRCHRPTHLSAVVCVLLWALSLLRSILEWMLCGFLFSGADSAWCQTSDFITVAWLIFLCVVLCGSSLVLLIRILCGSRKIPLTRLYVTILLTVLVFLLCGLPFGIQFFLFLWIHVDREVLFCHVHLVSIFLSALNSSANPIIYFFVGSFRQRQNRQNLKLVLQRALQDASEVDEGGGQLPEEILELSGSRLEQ
TRPC4 PAM = allosteric potentiators of mouse TRPC4 channel. Q9QUQ5. HEK293 TRPC4beta/mu-opioid, DAMGO EC20, Fluo-4 Ca2+ flux; hits give high values. B-score at 10 µM. 310,000 compounds, 0.42% hits;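 active means B-score of calcium response area above 5 SD of library B-scores, with initial fluorescence ratio within 5 SD of library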;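 further: B-score of integrated fluorescence ratio over time as area under calcium response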
aSyn UTR inh = MLPCN primary screen, SNCA 5' untranslated region; inhibition, % (tested at 7.5 µM); 300,000 compounds, 0.82% hits; alpha-synuclein 5'UTR reporter, inhibitor activity; in the data active means inhibition above about 60%;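 further: H4 neuroglioblastoma cells stably carrying SNCA 5'UTR luciferase fusion; 0% = DMSO wells and 100% = positive control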
The depositor's hits bear a star. Rows are unselected; any-hit rate near 5.8%.

Results for O=c1[nH]c(/C=C\c2cccc(F)c2)nc(O)c1[N+](=O)[O-] ?
KLF5 inhibitor: -17; TRPC4 agonist: inactive; HIF act: 1.3; TRPC6 inhibitor: inactive; IEC-6 tox: -5; SKKanGAS inh: 0; TRPC6 activator: inactive; TRPC4 block: inactive; MrgX1 antag: inactive; TRPC4 PAM: inactive; aSyn UTR inh: -24

What do the screens show for `COc1ccc(N2CCN(S(=O)(=O)Cc3ccccc3)CC2)cc1`?
KLF5 inhibitor: -15; TRPC4 agonist: inactive; HIF act: 0.1; TRPC6 inhibitor: inactive; IEC-6 tox: 5; SKKanGAS inh: 0; TRPC6 activator: inactive; TRPC4 block: inactive; MrgX1 antag: inactive; TRPC4 PAM: inactive; aSyn UTR inh: -13

What do the screens show for `COc1ccccc1CN=c1c([N+](=O)[O-])nn(-c2ccc3c(c2)OCCO3)n1O`?
KLF5 inhibitor: -11; TRPC4 agonist: inactive; HIF act: 1.3; TRPC6 inhibitor: inactive; IEC-6 tox: 6; SKKanGAS inh: 6; TRPC6 activator: inactive; TRPC4 block: inactive; MrgX1 antag: inactive; TRPC4 PAM: inactive; aSyn UTR inh: -132

How did O=C(O)c1ccc2oc(=O)c(S(=O)(=O)c3ccc(F)cc3)cc2c1 do in these assays?
KLF5 inhibitor: -9; TRPC4 agonist: inactive; HIF act: -12; TRPC6 inhibitor: inactive; IEC-6 tox: 4; SKKanGAS inh: 1; TRPC6 activator: inactive; TRPC4 block: inactive; MrgX1 antag: inactive; TRPC4 PAM: inactive; aSyn UTR inh: -13

What do the screens show for `COc1ccc(C(=O)N(C)C(C)c2ccon2)cc1OC1CCN(C(C)C)CC1` (stereo unspecified)?
KLF5 inhibitor: -3; TRPC4 agonist: inactive; HIF act: -0.2; TRPC6 inhibitor: inactive; IEC-6 tox: 4; SKKanGAS inh: 1; TRPC6 activator: inactive; TRPC4 block: inactive; MrgX1 antag: inactive; TRPC4 PAM: inactive; aSyn UTR inh: -4

How did CSc1nncc(/C(C)=N\Nc2ccccc2)n1 do in these assays?
KLF5 inhibitor: -25; TRPC4 agonist: inactive; HIF act: 0.6; TRPC6 inhibitor: inactive; IEC-6 tox: -6; SKKanGAS inh: -4; TRPC6 activator: inactive; TRPC4 block: inactive; MrgX1 antag: inactive; TRPC4 PAM: inactive; aSyn UTR inh: -43

How did O=C(NCCCNC(=O)c1cc(Cl)ccc1Cl)c1ccccn1 do in these assays?
KLF5 inhibitor: 2; TRPC4 agonist: inactive; HIF act: 0.5; TRPC6 inhibitor: inactive; IEC-6 tox: 0; SKKanGAS inh: 0; TRPC6 activator: inactive; TRPC4 block: inactive; MrgX1 antag: inactive; TRPC4 PAM: inactive; aSyn UTR inh: 4

What do the screens show for `CCOc1cc(C(=O)Nc2cc(C)on2)cc(OCC)c1OCC`?
KLF5 inhibitor: -15; TRPC4 agonist: inactive; HIF act: -0.1; TRPC6 inhibitor: inactive; IEC-6 tox: 2; SKKanGAS inh: -3; TRPC6 activator: inactive; TRPC4 block: inactive; MrgX1 antag: inactive; TRPC4 PAM: inactive; aSyn UTR inh: 5

How did COc1ccccc1CNC(=O)C1CCCN1S(=O)(=O)c1cccc2cccnc12 (stereo unspecified) do in these assays?
KLF5 inhibitor: -22; TRPC4 agonist: inactive; TRPC6 inhibitor: inactive; IEC-6 tox: 0; SKKanGAS inh: 5; TRPC6 activator: inactive; TRPC4 block: inactive; MrgX1 antag: inactive; TRPC4 PAM: inactive; aSyn UTR inh: 9

What do the screens show for `CC(C)CNC(=O)C1CCN(S(=O)(=O)c2ccc(-n3cnnn3)cc2)CC1`?
KLF5 inhibitor: 2; TRPC4 agonist: inactive; HIF act: -0.6; TRPC6 inhibitor: inactive; IEC-6 tox: -4; SKKanGAS inh: -7; TRPC6 activator: inactive; TRPC4 block: inactive; MrgX1 antag: inactive; TRPC4 PAM: inactive; aSyn UTR inh: 10

How did Cc1cc(C)c(S(=O)(=O)N2CCN(C(=O)CN3C(=O)NC4(CCCC4)C3=O)CC2)c(C)c1 do in these assays?
KLF5 inhibitor: -2; TRPC4 agonist: inactive; HIF act: 0.6; TRPC6 inhibitor: inactive; IEC-6 tox: 0; SKKanGAS inh: -2; TRPC6 activator: inactive; TRPC4 block: inactive; MrgX1 antag: inactive; TRPC4 PAM: inactive; aSyn UTR inh: 2

Results for Cc1cc(NNC(=O)c2cccc(C(F)(F)F)c2)nc2c1c(C)nn2C ?
KLF5 inhibitor: -2; TRPC4 agonist: inactive; HIF act: 0.4; TRPC6 inhibitor: inactive; IEC-6 tox: 11; SKKanGAS inh: 0; TRPC6 activator: inactive; TRPC4 block: inactive; MrgX1 antag: inactive; TRPC4 PAM: inactive; aSyn UTR inh: -6

What do the screens show for `O=C(C[n+]1ccncc1)c1ccccc1`?
KLF5 inhibitor: -27; TRPC4 agonist: inactive; HIF act: 1.4; TRPC6 inhibitor: inactive; IEC-6 tox: -4; SKKanGAS inh: 0; TRPC6 activator: inactive; TRPC4 block: inactive; MrgX1 antag: inactive; TRPC4 PAM: inactive; aSyn UTR inh: -9

What do the screens show for `CCc1c(C)nc(N2CCN(Cc3ccccc3)CC2)[nH]c1=O`?
KLF5 inhibitor: -13; TRPC4 agonist: inactive; HIF act: -0.5; TRPC6 inhibitor: inactive; IEC-6 tox: -2; SKKanGAS inh: 1; TRPC6 activator: inactive; TRPC4 block: inactive; MrgX1 antag: inactive; TRPC4 PAM: inactive; aSyn UTR inh: 5

Results for COC(=O)C1=C(C)NC(=S)NC1c1ccc(OCC(=O)N2CCCCC2)c(OC)c1 (stereo unspecified) ?
KLF5 inhibitor: 2; TRPC4 agonist: inactive; HIF act: -0.7; TRPC6 inhibitor: inactive; IEC-6 tox: -8; SKKanGAS inh: 3; TRPC6 activator: inactive; TRPC4 block: inactive; MrgX1 antag: inactive; TRPC4 PAM: inactive; aSyn UTR inh: -8

Results for CCOC(=O)c1sc(NC(=O)/C=C/c2c(F)cccc2Cl)nc1C ?
KLF5 inhibitor: 14; TRPC4 agonist: inactive; HIF act: -0.4; TRPC6 inhibitor: inactive; IEC-6 tox: 1; SKKanGAS inh: 19; TRPC6 activator: inactive; TRPC4 block: inactive; MrgX1 antag: inactive; TRPC4 PAM: inactive; aSyn UTR inh: 2

Results for CCc1ccc(C(=O)Nc2nc(C)cs2)s1 ?
KLF5 inhibitor: -5; TRPC4 agonist: inactive; HIF act: -1.8; TRPC6 inhibitor: inactive; IEC-6 tox: 8; SKKanGAS inh: -4; TRPC6 activator: inactive; TRPC4 block: inactive; MrgX1 antag: inactive; TRPC4 PAM: inactive; aSyn UTR inh: 24

What do the screens show for `COCc1cc(C)nc(SCC(=O)Nc2ccc3c(c2)OCO3)c1C#N`?
KLF5 inhibitor: 12; TRPC4 agonist: inactive; HIF act: 2.7; TRPC6 inhibitor: inactive; IEC-6 tox: 2; SKKanGAS inh: -2; TRPC6 activator: inactive; TRPC4 block: inactive; MrgX1 antag: inactive; TRPC4 PAM: inactive; aSyn UTR inh: -70

How did COc1cc(-c2noc(C)n2)cc(OC)c1OC do in these assays?
KLF5 inhibitor: -28; TRPC4 agonist: inactive; HIF act: -0.4; TRPC6 inhibitor: inactive; IEC-6 tox: -3; SKKanGAS inh: -9; TRPC6 activator: inactive; TRPC4 block: inactive; MrgX1 antag: inactive; TRPC4 PAM: inactive; aSyn UTR inh: -11

What do the screens show for `CC(C)NC(=S)NNC(=O)C12CC3CC(CC(C3)C1)C2`?
KLF5 inhibitor: -41; TRPC4 agonist: inactive; HIF act: -0.1; TRPC6 inhibitor: inactive; IEC-6 tox: -4; SKKanGAS inh: 1; TRPC6 activator: inactive; TRPC4 block: inactive; MrgX1 antag: inactive; TRPC4 PAM: inactive; aSyn UTR inh: -3

Results for Cn1cnnc1SCC(=O)Nc1ccccc1Oc1ccccc1 ?
KLF5 inhibitor: -17; TRPC4 agonist: inactive; HIF act: 1.0; TRPC6 inhibitor: inactive; IEC-6 tox: 0; SKKanGAS inh: -4; TRPC6 activator: inactive; TRPC4 block: inactive; MrgX1 antag: inactive; TRPC4 PAM: inactive; aSyn UTR inh: -11

How did O=C(O)c1ccccc1C(=O)Nc1nccs1 do in these assays?
KLF5 inhibitor: -31; TRPC4 agonist: inactive; HIF act: 0.3; TRPC6 inhibitor: inactive; IEC-6 tox: 0; SKKanGAS inh: 11; TRPC6 activator: inactive; TRPC4 block: inactive; MrgX1 antag: inactive; TRPC4 PAM: inactive; aSyn UTR inh: -6

How did O=C(Nc1c(C(=O)N2CCC(N3CCCCC3)CC2)oc2ccccc12)c1ccc(F)cc1 do in these assays?
KLF5 inhibitor: -36; TRPC4 agonist: inactive; HIF act: 0.3; TRPC6 inhibitor: inactive; IEC-6 tox: -2; SKKanGAS inh: 0; TRPC6 activator: inactive; TRPC4 block: inactive; MrgX1 antag: inactive; TRPC4 PAM: inactive; aSyn UTR inh: -45

Results for CN(CC(=O)Nc1ccccc1Cl)C(=O)COC(=O)c1ccc(Cl)nc1 ?
TRPC4 agonist: inactive; HIF act: 0.6; TRPC6 inhibitor: inactive; SKKanGAS inh: 14; TRPC6 activator: inactive; TRPC4 block: inactive; MrgX1 antag: inactive; TRPC4 PAM: inactive; aSyn UTR inh: -18

What do the screens show for `CCOC(=O)c1nn(-c2ccccc2C)c2nc(Nc3ccccc3)cc(=O)n12`?
KLF5 inhibitor: 1; TRPC4 agonist: inactive; HIF act: -17; TRPC6 inhibitor: inactive; IEC-6 tox: 4; SKKanGAS inh: 9; TRPC6 activator: inactive; TRPC4 block: inactive; MrgX1 antag: inactive; TRPC4 PAM: inactive; aSyn UTR inh: 12

How did CC1CCCCN1C(=O)CSc1nc2cc3c(cc2c(=O)n1Cc1ccc2c(c1)OCO2)OCO3 (stereo unspecified) do in these assays?
KLF5 inhibitor: -3; TRPC4 agonist: inactive; HIF act: -0.4; TRPC6 inhibitor: inactive; IEC-6 tox: 2; SKKanGAS inh: 6; TRPC6 activator: inactive; TRPC4 block: inactive; MrgX1 antag: inactive; TRPC4 PAM: inactive; aSyn UTR inh: 20

How did O=[N+]([O-])c1cc(S(=O)(=O)Nc2ccccc2)ccc1-n1nnc2ccccc21 do in these assays?
KLF5 inhibitor: 0; TRPC4 agonist: inactive; HIF act: -0.7; TRPC6 inhibitor: inactive; IEC-6 tox: 1; SKKanGAS inh: -2; TRPC6 activator: inactive; TRPC4 block: inactive; MrgX1 antag: inactive; TRPC4 PAM: inactive; aSyn UTR inh: 13

Screening data deposited in PubChem by several laboratories.
